ABCG2 inh: inhibitors of human ABCG2 transporter, ABCB1 counter-screen | IgMXP3 cells, JC-1 efflux, flow cytometry | inhibition, % at 6.6 µM | 190,000 tested, 0.1% active | AID 1325;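 active means inhibition above 80%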;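 further: 0% = DMSO and 100% = nicardipine control wells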
Target sequence (Q9UNQ0 whole entry, looked up): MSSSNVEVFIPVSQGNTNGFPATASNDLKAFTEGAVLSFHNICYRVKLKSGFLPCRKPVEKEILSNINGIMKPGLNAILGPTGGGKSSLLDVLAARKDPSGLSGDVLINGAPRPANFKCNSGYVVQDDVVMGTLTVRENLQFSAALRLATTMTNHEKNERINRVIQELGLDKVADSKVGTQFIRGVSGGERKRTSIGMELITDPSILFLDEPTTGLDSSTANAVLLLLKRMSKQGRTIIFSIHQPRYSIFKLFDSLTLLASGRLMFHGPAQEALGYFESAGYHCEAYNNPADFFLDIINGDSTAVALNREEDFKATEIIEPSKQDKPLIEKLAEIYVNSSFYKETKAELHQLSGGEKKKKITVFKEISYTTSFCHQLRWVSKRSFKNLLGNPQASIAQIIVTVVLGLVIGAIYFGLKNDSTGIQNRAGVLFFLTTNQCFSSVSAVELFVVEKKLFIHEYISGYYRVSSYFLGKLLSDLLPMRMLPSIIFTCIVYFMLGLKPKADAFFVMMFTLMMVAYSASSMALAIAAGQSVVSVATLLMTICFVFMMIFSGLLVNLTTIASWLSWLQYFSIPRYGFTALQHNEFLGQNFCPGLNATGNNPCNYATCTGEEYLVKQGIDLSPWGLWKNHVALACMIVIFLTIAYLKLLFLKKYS
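Assay system – ABCG2 IgMXP3 and barcoded ABCB1 CCRF-Adr cell mix · Input – 3 million cells/mL in well · Reagent – JC-1 fluorescent substrate · Compound – single test compound dose, 6.6 µM final · Timing – 10 min exposure at 25 °C with rotation, no wash · Detection – flow cytometry of retained JC-1 fluorescence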
Avidin fluor: avidin bead compound fluorescence profile. Avidin beads, compound fluorescence 488/530 nm, flow cytometry; active compounds read high. 220,000 tested, 0.38% active. AID 1775. fluorescence (KMESF) at 10 µM; in the data active means fluorescence above about 47; further: inactives centre near 10
ABCB1 inh: inhibitors of human ABCB1 transporter, ABCG2 counter-screen | CCRF-Adr cells, JC-1 efflux, flow cytometry | AID 1326 | P08183 | 190,000 tested, 0.067% active | inhibition, % at 6.6 µM; in the data active means inhibition above about 40%;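 further: 0% = vehicle and 100% = reference inhibitor; higher value means more JC-1 retained so stronger ABCB1 efflux block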
Rac1 wt GTP bind: alters GTP binding to wildtype human Rac1. P63000. GTP binding activity (% of control), % at 10 µM. GST-Rac1 beads, fluorescent GTP binding, flow cytometry; actives lie on both sides; 0 = cold GTP competed, 100 = untreated. AID 757. 190,000 tested, 0.27% active;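 active means GTP binding activity at least 20 points away from the 100% control level, either lower or higher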
Rab2A wt mod: changes GTP binding to wildtype dog Rab2A, up or down; 190,000 tested, 0.19% active; AID 760; GTP binding activity, % at 10 µM; GST-Rab2 wt beads, Bodipy-GTP binding, flow cytometry;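 active means GTP binding activity at least 20 points away from 100%, either lowered or raised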;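 further: 0% = beads with excess unlabeled GTP and 100% = no-compound control corrected for plate trend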
Mcl1 Noxa PPI: Mcl-1/Noxa interaction inhibition; 220,000 tested, 1.5% active; inhibition, % at 21.7 µM; TR-FRET Mcl-1/Noxa peptide binding, 2 h; Q07820;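 active means compounds that cut the protein-peptide binding signal by more than 50% relative to plate controls in a single-dose test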;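 further: His-tagged Mcl-1 with rhodamine Noxa BH3 peptide and terbium anti-His antibody; 0% = Mcl-1 plus Noxa peptide wells and 100% = peptide-only wells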
Rab7 wt GTP bind: dog Rab7 wildtype GTP binding, inhibitors and activators; GST-Rab7 beads, fluorescent GTP binding, flow cytometry; actives lie on both sides; untreated = 100%, excess cold GTP = 0%; GTP binding activity (percent of control), % at 10 µM; 190,000 tested, 0.055% active; AID 758;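 active means fluorescent GTP binding to Rab7 beads changed by at least 20 points from the 100% baseline, either direction, mostly lower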;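 further: median green fluorescence of bound Bodipy-FL-GTP per Rab7 bead population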
Cdc42 wt: human Cdc42 wildtype GTP binding change, either direction. percent activity (GTP binding), % at 10 µM. P60953. GST-Cdc42 beads, Bodipy-GTP binding, flow cytometry; actives lie on both sides. 190,000 tested, 0.2% active;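 active means percent activity GTP binding at least 20 points away from the 100% baseline, either down as inhibitor or up as activator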;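 further: median bead fluorescence of bound Bodipy-FL-GTP at 100 nM; 0% = excess unlabeled GTP control and 100% = no compound control; below 100% means less GTP binding so inhibitor and above means activator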
Target sequence (P60953 whole entry, looked up): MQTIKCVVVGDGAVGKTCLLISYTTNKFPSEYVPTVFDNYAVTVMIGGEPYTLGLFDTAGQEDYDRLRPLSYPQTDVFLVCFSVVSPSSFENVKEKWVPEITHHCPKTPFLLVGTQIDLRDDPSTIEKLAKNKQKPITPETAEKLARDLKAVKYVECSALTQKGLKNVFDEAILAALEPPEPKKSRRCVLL
Pf gamet viab: kills late stage P. falciparum gametocytes; P. falciparum stage V gametocytes, ATP luminescence, 24 h; AID 743093; inhibition, % at 10.9 µM; 150,000 tested, 0.065% active;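 active means inhibition above the mean plus 3 SD of compounds within the control limits, set per campaign, cut at about 38% in these data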;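 further: 0% = DMSO wells and 100% = medium only without gametocytes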
Rac1 mut GTP: modulators of GTP binding to human Rac1 activated mutant; GST-Rac1 activated beads, fluorescent GTP binding, flow cytometry; actives lie on both sides; 100% means binding = to untreated wells; percent activity (GTP binding), % at 10 µM; 190,000 tested, 0.11% active;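 active means GTP binding at least 20 percentage points away from the 100% baseline, in either direction, so actives lie on both sides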
HRas wt GTP: changes GTP binding to wildtype human HRas; P01112; GST-Ras wt beads, Bodipy-FL-GTP binding, flow cytometry; actives lie on both sides; GTP binding activity, % at 10 µM; 190,000 tested, 0.14% active;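 active means GTP binding activity at least 20% away from the 100% baseline, either lowered as inhibitor or raised as activator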;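 further: 0% = unlabeled GTP competition control and 100% = no-compound control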
Target sequence (P01112 whole entry, looked up): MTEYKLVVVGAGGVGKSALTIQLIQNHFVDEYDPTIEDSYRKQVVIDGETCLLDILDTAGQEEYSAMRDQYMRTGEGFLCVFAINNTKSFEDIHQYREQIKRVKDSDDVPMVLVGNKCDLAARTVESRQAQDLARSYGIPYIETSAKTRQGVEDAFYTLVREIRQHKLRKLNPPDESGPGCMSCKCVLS
Active calls of the source: *; / = no result given.

SMILES	ABCG2 inh	Avidin fluor	ABCB1 inh	Rac1 wt GTP bind	Rab2A wt mod	Mcl1 Noxa PPI	Rab7 wt GTP bind	Cdc42 wt	Pf gamet viab	Rac1 mut GTP	HRas wt GTP
CCCCOc1ccc(S(=O)(=O)NC(=O)NCc2ccc(OCCC)cc2)cc1	1	21	0.4	101	96	-9	96	99	-19	98	101
CCOC(=O)C(NC(=O)c1cccc(Cl)c1)(Nc1nnc(C)s1)C(F)(F)F (centres undefined)	2	5	-0.2	98	98	-3	92	96	-3	98	99
CCC(CC)NC(=O)COC(=O)c1cc(SC)ccc1Cl	0	7	-0.3	95	96	-3	104	95	-9	92	97
Cc1ccc(/C=N\NC(=O)CCc2n[nH]c(=O)[nH]c2=O)o1	12	10	1.1	94	93	-2	98	96	9	93	96
CCN1CCc2c(sc3c2c(NCc2ccco2)nc2nnnn23)C1	1	7	-0.3	108	99	16	102	103	/	100	102
CCCCOC(=O)C(NC(=O)c1ccccc1)=C(C)C	1	/	0.2	99	99	-1	99	99	7	97	97
Cc1ccc2nc(-c3ccc(S(=O)(=O)N4CCOCC4)cc3)cn2c1	2	5	0.6	100	100	9	100	102	/	99	101
Cc1ccc(C(=O)NCCCN2CCOCC2)cc1N1CCCC1=O	2	24	0.5	97	95	6	95	99	/	95	97

(cont.)
SMILES	ABCG2 inh	Avidin fluor	ABCB1 inh	Rac1 wt GTP bind	Rab2A wt mod	Mcl1 Noxa PPI	Rab7 wt GTP bind	Cdc42 wt	Pf gamet viab	Rac1 mut GTP	HRas wt GTP
O=C(Nc1nnc(CSCc2ccc(Cl)cc2)s1)c1cccc([N+](=O)[O-])c1	5	5	-0.1	100	100	3	103	101	-17	96	98
COc1cccc(CNc2nc3nc4c(c(=O)n3[nH]2)CCC4)c1	0	18	0.0	94	95	24	93	97	/	95	96
O=S(=O)(c1ccc(F)cc1)N1CCC(O)(c2ccc3c(c2)OCO3)CC1	1	4	0.1	97	96	20	97	96	/	95	97
COCc1cc(=O)[nH]c2cc(NC(=O)C(C)(C)CCl)c(C)cc12	1	12	0.1	96	96	16	94	97	/	92	98
Cc1cc(C)c(S(=O)(=O)NC(C)C)c(C)c1-n1cnnn1	0	8	-0.1	95	99	-4	104	96	/	95	100
Cc1ccc(-n2c(C)cc(/C=c3/sc4nc5ccccc5n4c3=O)c2C)cc1	-2	22	-0.7	101	101	-8	99	101	/	97	99
O=C(COc1cccnc1[N+](=O)[O-])NCCc1ccccc1	5	12	0.3	102	100	-3	105	97	7	97	99
COc1ccc2c(CC(=O)OCC(=O)NC(=O)c3cccn3C)coc2c1	17	13	-2.0	105	105	6	105	101	-12	100	104

Continuation:
SMILES	ABCG2 inh	Avidin fluor	ABCB1 inh	Rac1 wt GTP bind	Rab2A wt mod	Mcl1 Noxa PPI	Rab7 wt GTP bind	Cdc42 wt	Pf gamet viab	Rac1 mut GTP	HRas wt GTP
CC(=O)NC1(c2ccc(F)cc2)CCN(C(=O)c2c(F)cccc2F)CC1	0	6	0.1	98	100	10	102	94	8	92	101
Fc1ccccc1NC(=S)N1CCCCC1	0	2	0.1	104	102	4	102	103	11	101	101
CCOc1cc(/C=N/N=C2/NC(=O)C(CC(=O)O)S2)ccc1OCc1ccc(Cl)cc1Cl (centres undefined)	-1	9	-0.3	98	97	55*	101	96	/	96	97
COc1ccc(-c2cc(C(=O)NCC3CCCO3)c3ccccc3n2)cc1 (centres undefined)	0	9	0.7	96	100	10	106	95	3	93	98
[O-]/C(=C(\C(=S)Nc1ccccc1F)[n+]1ccccc1)c1ccc(-c2ccccc2)cc1	-2	10	-0.2	97	93	20	91	93	-19	95	94
CCN1CCN(C(=O)NC(c2ccc(C)c(F)c2)C(Cl)Cl)CC1 (centres undefined)	0	8	-0.1	93	99	5	105	101	/	96	97
O=C1/C(=C/c2ccc(F)c(F)c2)CSc2sccc21	0	5	-0.1	100	100	-3	97	98	-7	98	99
Cc1ccc(NC(=O)CN2C(=O)N/C(=C/c3cc(C)n(-c4ccc(C(=O)O)cc4)c3C)C2=O)cc1	-2	10	-0.9	89	87	76*	88	87	-12	86	88

(next part)
SMILES	ABCG2 inh	Avidin fluor	ABCB1 inh	Rac1 wt GTP bind	Rab2A wt mod	Mcl1 Noxa PPI	Rab7 wt GTP bind	Cdc42 wt	Pf gamet viab	Rac1 mut GTP	HRas wt GTP
Cc1ccc(-c2cc(C(=O)N/N=C/C=C/c3ccccc3)n[nH]2)o1	-2	8	-0.8	108	100	16	97	102	-5	99	100
O=C(Nc1nnc(C23CC4CC(CC(C4)C2)C3)s1)c1ccc(N2C(=O)CCC2=O)cc1	4	7	0.8	110	102	12	101	103	/	100	103
Cc1cc(NS(=O)(=O)c2ccc(NC(=O)C(c3ccccc3)c3ccccc3)cc2)no1	2	8	0.4	99	97	16	95	101	5	97	99
CCOC(=O)c1c(NC(=O)CCl)sc(CN(C)C)c1-c1ccccc1	0	11	0.0	101	96	16	98	97	12	96	98
CCOc1ccc(N(C)S(=O)(=O)c2ccc(C)c(C(=O)OCC(=O)c3c[nH]c4ccccc34)c2)cc1	-1	19	-0.5	93	97	-19	104	94	-27	92	98
OCC1(Cc2ccccc2)CCN(Cc2cnn(-c3ccccc3F)c2)CC1	30	10	3.6	110	108	-11	106	106	-7	105	103
CCOc1cc2c3c(c1)C(C)CC(C)(C)N3C(=O)C2=O (centres undefined)	1	40	0.2	103	100	-1	101	102	/	98	100
Cc1noc(C)c1S(=O)(=O)N1CCC(C(=O)N2CCN(c3ccccc3Cl)CC2)CC1	/	9	/	100	97	-9	98	99	-7	99	99

(listing goes on)
SMILES	ABCG2 inh	Avidin fluor	ABCB1 inh	Rac1 wt GTP bind	Rab2A wt mod	Mcl1 Noxa PPI	Rab7 wt GTP bind	Cdc42 wt	Pf gamet viab	Rac1 mut GTP	HRas wt GTP
O=C(CN1CCN(Cc2ccccc2F)C1=O)NC1CCCC1	11	9	1.7	103	103	11	107	97	-28	95	100
OCC1(Cc2cccc(F)c2)CCN(Cc2cccc3nccnc23)CC1	11	6	2.9	100	97	7	99	99	/	97	98
Cc1ccc(OCC(=O)NC2CCCc3ccccc32)c(C)c1 (centres undefined)	20	5	1.6	102	98	9	96	97	12	97	99
Cc1[nH]nc2c1C1(CCN(C(=O)OCc3ccccc3)CC1)C(C#N)=C(N)O2	2	8	0.2	108	98	0	98	101	-10	101	100
CCn1c(=O)c2cc(C(=O)N3CCN(C(=O)c4ccco4)CC3)sc2c2ccccc21	-1	5	0.7	91	94	2	98	88	/	92	94
CCN(CC)c1ccc(C(=O)OCC(=O)c2ccco2)cc1	14	14	-0.6	101	101	28	98	99	/	98	99
CNc1cc(CSC)nc(SCc2ccc(Cl)cc2Cl)n1	53	10	0.3	96	93	3	99	94	-2	93	95
Cc1cc(C)cc(N=C(NO)c2cccc([N+](=O)[O-])c2)c1	4	6	0.8	101	101	17	100	101	0	101	101

Carrying on.
SMILES	ABCG2 inh	Avidin fluor	ABCB1 inh	Rac1 wt GTP bind	Rab2A wt mod	Mcl1 Noxa PPI	Rab7 wt GTP bind	Cdc42 wt	Pf gamet viab	Rac1 mut GTP	HRas wt GTP
CCn1c(C)nc2cc(C(=O)NNS(=O)(=O)c3ccccc3F)ccc21	2	10	0.3	103	105	8	100	104	/	102	103
COc1ccc2nc(SCC(=O)Nc3cc(C)on3)[nH]c2c1	48	14	0.1	105	99	-1	98	101	3	100	101
Cn1c(CSc2ncccn2)nnc1SCC(=O)N1CCCc2ccccc21	4	12	0.5	103	100	-4	97	103	/	102	102
CC1(C)CC(=O)C(C=NCCN2CCN(C3CC(=O)N(c4ccc(Cl)c(Cl)c4)C3=O)CC2)=C(O)C1 (centres undefined)	3	11	0.3	93	93	11	97	95	-14	89	93
CCOc1ccc2c(c1)nc(SCC(=O)c1ccc(Br)s1)n2C	-1	13	-0.2	101	100	21	98	99	/	99	101
Cc1ccc(C)c(-n2c(SCC(=O)N3CCC(C(=O)O)CC3)nnc2-c2cccc(Cl)c2)c1	5	10	1.2	94	91	19	90	94	-18	93	92
CCN(CC)CCCNc1nc2cc(OC)c(OC)cc2c2nc(-c3ccccc3)nn12	3	33	1.1	101	96	43	98	100	10	98	97
NC(=O)COc1ccc(NC(=O)OCc2ccccc2)cc1	4	12	-0.9	113	102	9	108	111	/	101	105
Cc1ccccc1NC(=O)C1CCN(c2cc(-c3ccccc3)nc3ncnn23)CC1	15	5	1.4	108	102	2	98	104	/	101	102
CCOC(=O)c1sc2c(c1C)c(=O)c(C(=O)OCC)cn2CC	4	21	0.5	103	99	1	99	99	/	100	101

Of the compounds above, 7 have an NH in an aromatic ring:
SMILES	ABCG2 inh	Avidin fluor	ABCB1 inh	Rac1 wt GTP bind	Rab2A wt mod	Mcl1 Noxa PPI	Rab7 wt GTP bind	Cdc42 wt	Pf gamet viab	Rac1 mut GTP	HRas wt GTP
Cc1ccc(/C=N\NC(=O)CCc2n[nH]c(=O)[nH]c2=O)o1	12	10	1.1	94	93	-2	98	96	9	93	96
COc1cccc(CNc2nc3nc4c(c(=O)n3[nH]2)CCC4)c1	0	18	0.0	94	95	24	93	97	/	95	96
COCc1cc(=O)[nH]c2cc(NC(=O)C(C)(C)CCl)c(C)cc12	1	12	0.1	96	96	16	94	97	/	92	98
Cc1ccc(-c2cc(C(=O)N/N=C/C=C/c3ccccc3)n[nH]2)o1	-2	8	-0.8	108	100	16	97	102	-5	99	100
CCOc1ccc(N(C)S(=O)(=O)c2ccc(C)c(C(=O)OCC(=O)c3c[nH]c4ccccc34)c2)cc1	-1	19	-0.5	93	97	-19	104	94	-27	92	98
Cc1[nH]nc2c1C1(CCN(C(=O)OCc3ccccc3)CC1)C(C#N)=C(N)O2	2	8	0.2	108	98	0	98	101	-10	101	100
COc1ccc2nc(SCC(=O)Nc3cc(C)on3)[nH]c2c1	48	14	0.1	105	99	-1	98	101	3	100	101

High-throughput results: PubChem BioAssay, several laboratories
